Tau FP inhib – tau fibrillization inhibition (FP); Potency, µM (doses to about 57.7 µM), without a hit: at the highest dose activity, negative = inhibition, most hits filed as inhibitors; 280,000 compounds, 0.39% hits; K18 P301L tau heparin fibrillization, Alexa594 FP, 6 h; also: % is scaled to controls: 0 for no effect and ±100 for the full control effect; nearly all actives have a fitted effect of over 55% in size
Target sequence (P10636 561-689 P618L limits assumed): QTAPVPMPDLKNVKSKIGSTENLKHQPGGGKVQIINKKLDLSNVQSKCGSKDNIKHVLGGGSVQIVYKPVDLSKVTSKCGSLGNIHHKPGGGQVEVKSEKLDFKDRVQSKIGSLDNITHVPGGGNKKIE
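Read-out: fluorescence polarization of Alexa 594-labeled tau (0.24 uM), 555 nm excitation, 632 nm emission. Mixtures held 15 uM unlabeled K18 P301L, compound and 20 uM heparin, pH 7 acetate buffer, incubated 6 hr at 37 C.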
JMJD2E inh – blocks human JMJD2E demethylase activity; B2RXH2; JMJD2E catalytic domain, FDH-coupled NADH fluorescence (FDH is formaldehyde dehydrogenase); Potency, µM (top dose mostly 57.1 µM), without a hit: top-dose activity change, negative = inhibition, usual class: inhibitors; 230,000 compounds, 1.6% hits; active = well fitted inhibition curve with a large enough effect, not every such curve was filed as active; inconclusive = small, poorly fitted or top-dose-only effect, or another doubt; inactive = no such curve, though single readings can be large or run the other way;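 also: 0% = wells with enzyme and -100% = buffer wells without enzyme; nearly all actives have a fitted effect of over 50% in size; many of its hits are not listed in these tables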
Target sequence (B2RXH2 1-337 limits assumed): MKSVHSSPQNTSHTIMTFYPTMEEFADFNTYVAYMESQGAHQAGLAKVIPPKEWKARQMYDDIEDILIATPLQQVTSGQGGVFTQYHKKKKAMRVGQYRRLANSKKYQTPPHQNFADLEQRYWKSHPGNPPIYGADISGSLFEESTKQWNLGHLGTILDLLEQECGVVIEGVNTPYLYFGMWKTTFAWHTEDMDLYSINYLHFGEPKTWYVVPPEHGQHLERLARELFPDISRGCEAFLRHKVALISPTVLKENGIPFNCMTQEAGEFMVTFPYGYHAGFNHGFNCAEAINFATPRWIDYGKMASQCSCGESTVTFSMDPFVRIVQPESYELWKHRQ
HTT aggregate – reduces HttQ103-GFP aggregates in PC12 cells | PC12 HttQ103-GFP aggregates, Acumen cytometry, 40 h | Potency, µM (top dose mostly 46.1 µM), without a hit: at the highest dose activity change, negative = inhibition, hits mostly inhibitors | 220,000 compounds, 1.1% hits | AID 1688; also: % is scaled to controls: 0 for no effect and ±100 for the full control effect; nearly all actives have a fitted effect of over 60% in size
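Multiplexed with ATP-based cell death, this channel scores GFP aggregates in PC12 cells expressing inducible HTTex1-Q103-GFP. Induction used 100 nM tebufenozide; compounds were tested in concentration series.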
ALDH1A1 block – blocks purified human ALDH1A1 activity; P00352; Purified ALDH1A1, NADH fluorescence, propionaldehyde substrate; Potency, µM (series often up to 75.3 µM), for the others: top-dose activity, negative = inhibition, actives largely listed as inhibitors; 220,000 compounds, 7.3% hits; AID 1030; active = well fitted inhibition curve with a large enough effect, not every such curve was filed as active; inconclusive = small, poorly fitted or top-dose-only effect, or another doubt; inactive = no such curve, though single readings can be large or run the other way;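 also: plate controls were no enzyme wells and a reference inhibitor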
Target sequence (P00352 whole entry, looked up): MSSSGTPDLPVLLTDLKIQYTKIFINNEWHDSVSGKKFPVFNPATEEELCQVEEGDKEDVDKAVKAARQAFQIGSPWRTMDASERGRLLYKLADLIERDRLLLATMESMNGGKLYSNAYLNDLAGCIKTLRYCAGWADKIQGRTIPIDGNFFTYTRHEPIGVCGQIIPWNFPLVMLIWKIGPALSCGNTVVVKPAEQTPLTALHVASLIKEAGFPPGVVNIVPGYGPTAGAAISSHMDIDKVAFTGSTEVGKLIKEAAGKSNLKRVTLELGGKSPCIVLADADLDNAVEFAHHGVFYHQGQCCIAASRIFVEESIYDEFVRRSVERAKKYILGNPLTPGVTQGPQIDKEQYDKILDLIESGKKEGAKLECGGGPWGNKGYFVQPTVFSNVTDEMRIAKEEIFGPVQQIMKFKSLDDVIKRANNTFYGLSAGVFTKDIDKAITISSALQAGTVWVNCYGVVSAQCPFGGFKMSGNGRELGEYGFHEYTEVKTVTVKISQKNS
Tau fluor counter – counter-screen for tau fibril formation inhibitors; tau K18 P301L Alexa594 fluorescence, heparin fibrillization; Potency, µM (series often up to 57.7 µM), for the others: at the highest dose activity change, negative = decrease; 280,000 compounds, 0.93% hits; AID 1463; also: % is scaled to controls: 0 for no effect and ±100 for the full control effect; nearly all actives have a fitted effect of over 55% in size
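Human K18 P301L tau (15 uM unlabeled plus 0.24 uM Alexa 594-labeled, final) in 100 mM sodium acetate pH 7 was mixed with compound and 20 uM heparin and incubated 6 hr at 37 C.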
SMN2 splice enh – increases expression of the SMN2 splice variant; Potency, µM (highest dose often 46.1 µM), for the others: top-dose activity change, positive = activation, actives largely listed as activators; HEK293 SMN2-luciferase splicing reporter, luminescence, 30-36 h; 210,000 compounds, 2.8% hits; also: % of control where 0% means no effect; nearly all actives have a fitted effect of over 55% in size
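HEK293 cells carry an SMN2 minigene-luciferase reporter in which exon 7 inclusion puts luciferase in frame. Cells were seeded at 2000 cells/well, attached for 10-12 hours, then exposed to compounds for 30-36 hours at 37C before ONE-Glo luminescence.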
Tau ThT inhib – blocks human tau fibril formation measured by thioflavin T; P10636; recombinant tau K18 P301L (four-repeat tau fragment), heparin-induced fibrillization, ThT fluorescence; Potency, µM (doses to about 57.4 µM), for the others: at the highest dose activity, negative = inhibition, most hits filed as inhibitors; 270,000 compounds, 2.1% hits; AID 1460; also: % is scaled to controls: 0 for no effect and ±100 for the full control effect; nearly all actives have a fitted effect of over 55% in size
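Heparin-induced (20 uM) aggregation of recombinant human K18 P301L tau, 15 uM unlabeled with 0.24 uM labeled, pH 7 acetate buffer, 6 hr at 37 C with compound. Fibrils quantified by 30 uM ThT fluorescence after 1 hr ambient incubation.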
HTT ATP protect – cytoprotection in Huntington HTT-Q103 PC12 cell model; 230,000 compounds, 0.14% hits; Potency, µM (top dose mostly 56.4 µM), inactives show cytoprotection (ATP increase), hits mostly activators; PC12 HTT-Q103 induced, cytoprotection, ATP luminescence, 40 h;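 also: % of control where 0% means no effect; nearly all actives have a fitted effect of over 45% in size; toxic huntingtin expression switched on by the ecdysone agonist tebufenozide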
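Huntington model: PC12 line, ecdysone-inducible HTTQ103 exon1–GFP, tebufenozide 100 nM. Test articles in a dose series. Endpoint luminescence from cellular ATP.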
Numbers without * were called inactive; u = inconclusive; x = no result given; & = joins results of further samples; [ ] = dose if it differs, or a comment. Unless noted, calls follow the shape of the dose curve; as a rule, active = well fitted curve in the direction sought with a large enough effect; inconclusive = small, poorly fitted or top-dose-only effect, or another doubt; inactive = no such curve, though single readings can be large; an effect the other way counts as inactive or inconclusive. Potency is read from the fitted curve at half-maximal effect.

item	Molecule	Tau FP inhib	JMJD2E inh	HTT aggregate	ALDH1A1 block	Tau fluor counter	SMN2 splice enh	Tau ThT inhib	HTT ATP protect
1	Cc1ccc(C(=O)Nc2nc(-c3cccnc3)cs2)o1	-8%	-1%	1%	u	-15%	16%	u	-35%
2	COC(=O)CCC/C=C1/SCC(NC(=O)c2ccccc2)C1=O (stereo not given)	-13%	u	10%	7.9µM*	-28%	-13%	u	-16%
3	CC1(C)N=C(c2ccccn2)C(C)(C)N1O	-11%	-10%	1%	1%	-7%	21%	-22%	9%
4	CC(C)N(C(=O)CSc1nc2ccccc2n1-c1ccccc1)C(C)C	3%	1%	-22%	u	-12%	-16%	u	-67%[inhibitor]
5	Cc1ccc(S(=O)(=O)NCC(=O)OCC(=O)c2c(N)n(C)c(=O)n(C)c2=O)cc1	6%	-2%	-10%	4%	3%	15%	5%	-1%[10 µM]
6	O=C(N/N=C/c1sc(N2CCOCC2)nc1-c1ccccc1)c1cccc(S(=O)(=O)N2CCCC2)c1	-7%	u	u	2%	u	-93%[inhibitor]	-13%	19%
7	O=C1NC2NC(=O)N(C(Cc3ccccc3)C(=O)O)C2N1 (stereo not given)	5%	5%	-4%	10%	8%	x	8%	-13%[10 µM]
8	COc1ccc(Cc2nc(-c3cccs3)no2)cc1	-8%	-3%	5%	-1%	-14%	u	-9%	1%
9	Cc1cccc(NC(=O)CN2C(=O)N/C(=C\c3ccc(N4CCOCC4)cc3)C2=O)c1	10%	0%	5%	4%	u	11µM*	-16%	-13%[10 µM]
10	CCCC12CN3CC(C)(CN(C1)C3c1ccco1)C2=O (stereo not given)	-11%	0%	-13%	12%	-12%	-6%	-2%	13%
11	COC(=O)c1ccc(C2c3c(-c4ccccc4O)n[nH]c3C(=O)N2Cc2ccncc2)cc1 (stereo not given)	-8%	x	x	x	-16%	-9%	4%	x
12	O=c1oc2ccccc2cc1-c1nc2ccccc2o1	2%	u	17%	u	-7%	u	u	-19%
13	O=C(CSc1nc2ccccc2c(=O)n1Cc1ccco1)NCc1ccco1	-14%	u	12%	25µM*	7%	-2%	-7%	-11%[10 µM]
14	Cc1ccc2[nH]ccc(=O)c2c1	1%	5%	19%	7%	-9%	-13%	-8%	x
15	COc1ccc(Nc2ncc(C(=O)N3CCN(c4cccc(Cl)c4)CC3)c3ccccc23)cc1	13%	x	x	x	u	-37%[inhibitor]	-15%	x
16	COc1cc(C(=O)NC(=S)NNC(=O)c2cnccn2)cc(OC)c1OC	-9%	11µM*	u	-5%	-7%	-95%[inhibitor]	u	x
17	CN(CC(=O)N1CCN(c2ccc(F)cc2)CC1)S(=O)(=O)c1ccc(F)cc1	1%	-1%	-15%	0%	-13%	-42%[inhibitor]	-12%	8%
18	OCCNc1nc(Nc2ccccc2)nc2ccccc12	4%	9%	u	3%	-7%	-34%[inhibitor]	-9%	-4%[10 µM]
19	COC(=O)C/C=C\[C@@H](C)[C@H]1C=C[C@H](O)[C@@H](CO)O1	-2%[11.6 µM]	x	x	13%[13.5 µM]	-1%[11.6 µM]	x	-2%[11.5 µM]	4%[10 µM]
20	CCN(CC)C(=O)c1sc(NC(=O)c2ccc3c(c2)OCO3)c(C#N)c1C	-2%	0%	-1%	u	-10%	-14%	-8%	-9%
21	CCc1c(O)nc(SCC(=O)Nc2ccccc2C)[nH]c1=O	-1%	-2%	-1%	-1%	-4%	25%	-8%	-1%
22	CCOC(=O)c1nc(-c2ccc(OC)c(OC)c2)no1	-2%	-5%	0.63µM*	11%	-3%	-3%	-3%	-77%[inhibitor][10 µM]
23	O=C1NCCN1C(=O)c1ccco1	3%	-1%	7%	-4%	-10%	x	u	-13%
24	CSCCC1NC(=O)N(C(C)C(=O)Nc2cc(Cl)cc(Cl)c2)C1=O (stereo not given)	-12%	-14%	-6%	-3%	-28%	-2%	-3%	-51%[inhibitor]
25	COCCNC(=O)CN(CC1CCCO1)C(=O)CCC(=O)Nc1ccccn1 (stereo not given)	-9%	7%	-11%	9%	-9%	35%	-7%	8%
26	O=C(O)CCc1nn2cc(-c3ccccc3)nc2[nH]c1=O	1%	u	-5%	u	-1%	-4%	-9%	-51%[inhibitor][10 µM]
27	O=S(=O)(c1ccc2ccccc2c1)N1CCN=C1SCc1cccnc1	-1%	3%	-10%	u	-18%	-7%	-19%	-1%
28	CCOC(=O)n1c(=O)n(C)c2ccc(Br)cc21	-3%	7%	-1%	10%	-1%	-7%	-15%	-7%
29	CCn1c(NC(=O)c2ccccc2F)c(-c2cccs2)c(=O)c2ccccc21	11%	-6%	-4%[9.22 µM]	x	1%	x	-6%	4%[10 µM]
30	COc1cccc(/C=N/NC(=O)c2oc3nc(-c4ccccc4)cc(-c4ccco4)c3c2N)c1	5%	u	-1%[9.22 µM]	x	-14%	x	u	-5%[10 µM]

An excerpt from above, reduced to HTT ATP protect, Tau FP inhib and JMJD2E inh:
nr	Molecule	HTT ATP protect	Tau FP inhib	JMJD2E inh
10	CCCC12CN3CC(C)(CN(C1)C3c1ccco1)C2=O (stereo not given)	13%	-11%	0%
6	O=C(N/N=C/c1sc(N2CCOCC2)nc1-c1ccccc1)c1cccc(S(=O)(=O)N2CCCC2)c1	19%	-7%	u
21	CCc1c(O)nc(SCC(=O)Nc2ccccc2C)[nH]c1=O	-1%	-1%	-2%

Next part:
31	CN1CCN(/C(=N\O)c2nonc2N)CC1
32	COc1ccc2c(Cl)c(-c3nnco3)sc2c1
33	CC(=O)/C(=N\Nc1cccc(Cl)c1)Sc1nnc(-c2ccccc2)n1-c1ccccc1
34	CC1CCCC(NC(=O)CCn2c(=O)oc3ccccc32)C1C (stereo not given)
35	COc1ccc(NC(=O)CC2Nc3cccc4cccc(c34)NC2=O)cc1 (stereo not given)
36	CCNC(=O)CCC(=O)Nc1cc(Cl)ccc1C
37	CCCCNc1nc2c(c(=O)n(C)c(=O)n2C)n1CCC
38	CCc1ccc(S(=O)(=O)c2cn(Cc3ccccc3F)c3cc(OC)c(OC)cc3c2=O)cc1

assay / entry	31	32	33	34	35	36	37	38
Tau FP inhib	4%	5%	0%	-1%	4%&-2%	-3%	0%	-9%
JMJD2E inh	-5%	-25%	8%	-2%	-25%	16%	9%	x
HTT aggregate	0%	14%	2%	-7%	-14%	5%	4%[9.22 µM]	x
ALDH1A1 block	u	u	11%	-3%	-3%	8%	x	x
Tau fluor counter	0%	-5%	-5%	0%	u	-5%	-3%	-13%
SMN2 splice enh	-9%	4%	-11%	-23%	-18%&3%	0%	x	27%
Tau ThT inhib	-3%	u	-3%	-5%	u	-5%	-1%	-7%
HTT ATP protect	-13%[10 µM]	7%	14%[10 µM]	0%	-28%	1%	-6%[10 µM]	x

3 entries from above in a different format:
#17 CN(CC(=O)N1CCN(c2ccc(F)cc2)CC1)S(=O)(=O)c1ccc(F)cc1
  Tau FP inhib = 1%
  JMJD2E inh = -1%
  HTT aggregate = -15%
  ALDH1A1 block = 0%
  Tau fluor counter = -13%
  SMN2 splice enh = -42%[inhibitor]
  Tau ThT inhib = -12%
  HTT ATP protect = 8%
#34 CC1CCCC(NC(=O)CCn2c(=O)oc3ccccc32)C1C (stereo not given)
  Tau FP inhib = -1%
  JMJD2E inh = -2%
  HTT aggregate = -7%
  ALDH1A1 block = -3%
  Tau fluor counter = 0%
  SMN2 splice enh = -23%
  Tau ThT inhib = -5%
  HTT ATP protect = 0%
#3 CC1(C)N=C(c2ccccn2)C(C)(C)N1O
  Tau FP inhib = -11%
  JMJD2E inh = -10%
  HTT aggregate = 1%
  ALDH1A1 block = 1%
  Tau fluor counter = -7%
  SMN2 splice enh = 21%
  Tau ThT inhib = -22%
  HTT ATP protect = 9%

Profiles, looked up by structure.
CCCCNc1nc2c(c(=O)n(C)c(=O)n2C)n1CCC reads Tau FP inhib: 0%; JMJD2E inh: 9%; HTT aggregate: 4%[9.22 µM]; ALDH1A1 block: x; Tau fluor counter: -3%; SMN2 splice enh: x; Tau ThT inhib: -1%; HTT ATP protect: -6%[10 µM]
COc1ccc2c(Cl)c(-c3nnco3)sc2c1 reads Tau FP inhib: 5%; JMJD2E inh: -25%; HTT aggregate: 14%; ALDH1A1 block: u; Tau fluor counter: -5%; SMN2 splice enh: 4%; Tau ThT inhib: u; HTT ATP protect: 7%

The list continues.
39	COC(=O)Cc1c(C)nc2nc(-c3ccc(Cl)cc3)[nH]n2c1=O
40	S=C(NCCCNC(=S)Nc1ccccc1)Nc1ccccc1
41	O=C(C1CCCCN1S(=O)(=O)c1ccccc1)N1CCN(C(c2ccccc2)c2ccccc2)CC1 (stereo not given)
42	CCOC(=O)N1CCC(NC(=O)c2ccc(CS(=O)(=O)c3c(Cl)cccc3Cl)o2)CC1
43	CCC(C)Oc1cc(-c2ccnc(Nc3cccc(Cl)c3)n2)ccn1 (stereo not given)
44	CC(=O)OC(C(=O)NCCc1ccccc1)c1cccnc1 (stereo not given)
45	Cc1cccc(NC(=O)CCNS(=O)(=O)c2cccc3nonc23)c1

assay / entry	39	40	41	42	43	44	45
Tau FP inhib	-9%	-10%	-13%	-7%	u	4%	-5%&-8%
JMJD2E inh	u	-5%	6%	-3%	-14%	-1%	3%
HTT aggregate	10%[9.22 µM]	1%	-29%	u	-18%[9.22 µM]	8%	27%
ALDH1A1 block	-8%	-13%	-9%	u	x	13%	18%
Tau fluor counter	-8%	-10%	-13%	2%	-26%	4%	-1%&-13%
SMN2 splice enh	4%	-5%	-30%	-10%	x	-14%	4%
Tau ThT inhib	-10%	-7%	u	-4%	-8%	2%	7%&-8%
HTT ATP protect	-80%[inhibitor]	7%[10 µM]	-10%	-5%	25%[10 µM]	-2%[10 µM]	-21%

Entries listed so far printed as active in JMJD2E inh:
item | structure | Tau FP inhib | JMJD2E inh | ALDH1A1 block | Tau ThT inhib
16 | COc1cc(C(=O)NC(=S)NNC(=O)c2cnccn2)cc(OC)c1OC | -9% | 11µM* | -5% | u

This is a subset, so the mix of outcomes need not match the whole.
